Screens (PubChem)
Lamin A splicing: qHTS Assay for Modulators of Lamin A Splicing; 0.01% of 200,000 active; AID 1487, 2009; HeLa LMNA splicing GFP/RFP minigene ratio, 48 h; Potency, µM (doses to about 46.1 µM), inactives show at the top dose ratio change, negative = inhibition, most hits filed as inhibitors; active means well fitted inhibition curve with a large enough effect in the signal ratio, with a control signal flat, not every such curve was filed as active; inconclusive means small, poorly fitted or top-dose-only effect, or effect the other way, or a change in a side signal; the % refers to the signal ratio; further: potency means the concentration at half of the fitted maximal effect; on the % scale 0 is the no-effect control and ±100 the full control effect
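S3 HeLa cells stably expressing lamin A-EGFP splicing minigene plus DsRed2, 600 cells/well, 48 h compound exposure at 37C. Laser-scanning cytometry; analysed as GFP (500-530 nm)/RFP (575-640 nm) total intensity ratio; 0.5% DMSO vehicle.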
SMN2 splice up: qHTS Assay for Enhancers of SMN2 Splice Variant Expression | HEK293 SMN2-luciferase splicing reporter, luminescence, 30-36 h | Potency, µM (highest dose often 46.1 µM), without a hit: at the highest dose activity change, positive = activation, actives largely listed as activators | 2.8% of 210,000 active | AID 1458, 2008; further: potency means the concentration at half of the fitted maximal effect; % of control where 0% means no effect; nearly all actives have a fitted effect of over 55% in size
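qHTS luciferase splicing reporter: luminescence rises when SMN2 exon 7 is included in transfected HEK293 cells. Compound exposure lasted 30-36 h at 37C, with 4.5 mM final sodium butyrate as control, followed by a ONE-Glo read.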
CBFb-RUNX1 inh: qHTS Assay for Compounds Blocking the Interaction Between CBF-beta and RUNX1 for the Treatment of Acute Myeloid Leukemia. AlphaScreen CBFb-His/RUNX1-biotin binding, biochemical. Potency, µM (series often up to 59.8 µM), without a hit: top-dose activity, negative = inhibition, hits mostly inhibitors. 230,000 tested, under 10 active. AID 1477, 2009; further: % of control where 0% means no effect
Target sequence (Q01196 whole entry, looked up): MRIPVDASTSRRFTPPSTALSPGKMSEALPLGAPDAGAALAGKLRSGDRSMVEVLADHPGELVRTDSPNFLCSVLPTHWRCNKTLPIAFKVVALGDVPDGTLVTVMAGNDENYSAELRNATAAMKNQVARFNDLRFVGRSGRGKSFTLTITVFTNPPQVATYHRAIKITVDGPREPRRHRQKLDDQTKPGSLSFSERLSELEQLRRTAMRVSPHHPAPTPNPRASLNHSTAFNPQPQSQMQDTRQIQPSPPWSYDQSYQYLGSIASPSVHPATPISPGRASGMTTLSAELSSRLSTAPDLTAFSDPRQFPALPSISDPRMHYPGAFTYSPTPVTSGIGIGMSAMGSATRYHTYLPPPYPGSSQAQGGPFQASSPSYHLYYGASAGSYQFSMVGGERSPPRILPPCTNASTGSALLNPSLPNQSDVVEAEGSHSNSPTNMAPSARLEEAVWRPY
Target sequence (Q13951 whole entry, looked up): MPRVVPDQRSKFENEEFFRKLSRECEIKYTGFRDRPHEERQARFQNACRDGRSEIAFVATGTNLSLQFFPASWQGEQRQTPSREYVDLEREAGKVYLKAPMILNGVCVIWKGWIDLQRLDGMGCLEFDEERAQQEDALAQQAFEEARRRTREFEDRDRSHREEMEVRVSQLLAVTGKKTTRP
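Room-temperature protein-protein interaction test with 30 nM each of His-tagged CBF-beta and biotinylated RUNX1, 15 min with compound, then 90 min with nickel plus streptavidin beads. Signal read in AlphaScreen mode.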
Luc counter: Counterscreen for Luciferase (Kinase-Glo TM) Inhibition | 0.28% of 200,000 active | Kinase-Glo luciferase, ATP luminescence, 8 min | Potency, µM (series often up to 38.3 µM), for the others: top-dose activity change, negative = inhibition, actives largely listed as inhibitors | Luciferin 4-monooxygenase (Photuris pensylvanica), Q27757; further: potency means the concentration at half of the fitted maximal effect; on the % scale 0 is the no-effect control and ±100 the full control effect; nearly all actives have a fitted effect of over 60% in size
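Recombinant Kinase-Glo luciferase, 10 uM ATP (linear range), luciferin; imidazole pH 7.2 / KCl / MgCl2 / Tween / BSA buffer; 8 min RT; luminescence.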
HTT aggregate: qHTS Multiplex Assay to Identify Dual Action Probes in a Cell Model of Huntington: Aggregate Formation (GFP) | PC12 HttQ103-GFP aggregates, Acumen cytometry, 40 h | Potency, µM (doses to about 46.1 µM), for the others: at the highest dose activity change, negative = inhibition, hits mostly inhibitors | 1.1% of 220,000 active; further: potency means the concentration at half of the fitted maximal effect; on the % scale 0 is the no-effect control and ±100 the full control effect; nearly all actives have a fitted effect of over 60% in size
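PC12 cells with ecdysone-inducible HTT exon1 Q103-GFP, induced by 100 nM tebufenozide, given compounds in a concentration series. GFP aggregates (1–25 um, 6 SD above background) counted in lysates by laser-scanning cytometry, 488 nm excitation.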
IMPase Li inh: qHTS Assay for Identifying the Cell-Membrane Permeable IMPase Inhibitors: Potentiation with Lithium; CHO-M1 cells, IP1 TR-FRET (IP-One), carbachol + lithium; Potency, µM (doses to about 59.4 µM), inactives show at the top dose activity, negative = IMPase inhibition, hits mostly inhibitors; 0.35% of 210,000 active;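 further: IP1 builds up when IMPase is blocked and the TR-FRET signal falls; potency means the concentration at half of the fitted maximal effect; plate controls were basal vehicle for no effect and high inhibitor control for full effect; nearly all actives have a fitted effect of over 50% in size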
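Steps: plate 2000 CHO-M1 cells per well and culture 16–30 h; add compound and lithium; incubate 30 min, 37C; add d2-IP1 tracer and Eu cryptate anti-IP1 antibody in lysis buffer; read after 10 min at room temperature.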
HTT cytoprotect: qHTS Multiplex Assay to Identify Dual Action Probes in a Cell Model of Huntington: Cytoprotection (ATP) | PC12 HTT-Q103 induced, cytoprotection, ATP luminescence, 40 h | Potency, µM (top dose mostly 56.4 µM), for the others: cytoprotection (ATP increase), usual class: activators | 0.14% of 230,000 active | AID 1471, 2008;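 further: potency means the concentration at half of the fitted maximal effect; % of control where 0% means no effect; nearly all actives have a fitted effect of over 45% in size; toxic huntingtin expression switched on by the ecdysone agonist tebufenozide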
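Cells were plated at 1500 per well in phenol red-free DMEM with 5% equine and 5% calf serum. Tebufenozide (100 nM final) and compounds were added, then ATPlite reagent, and luminescence was read.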
Starred values were filed as active, the others as inactive; ? = inconclusive; nt = no result given; [ ] = remark or other dose. Unless noted, the call rests on the fitted dose curve; in most records, active means well fitted curve in the direction sought with a large enough effect; inconclusive means small, poorly fitted or top-dose-only effect, or another doubt; inactive means no such curve, though single readings can be large; an effect the other way counts as inactive or inconclusive.

Results follow in this order: Lamin A splicing	SMN2 splice up	CBFb-RUNX1 inh	Luc counter	HTT aggregate	IMPase Li inh	HTT cytoprotect
> Cc1cc(C)cc(NC(=O)c2nnn(Cc3cc(C)ccc3C)c2N)c1
  0%	-10%	8%	0%	10%	33%[activator][38.3 µM]	-3%[10 µM]
> COc1cccc(NC(=O)CSc2nnc(C)s2)c1
  13%	?	-4%	4%	-5%	19%[38.3 µM]	-1%
> NC(=S)Nc1cccc2cccnc12
  -5%	4%	-2%	-1%	-18%	-2%[38.3 µM]	36%
> COCC(=O)N1CCC2(CC1)CCN(C(=O)NC(C)C)CC2
  nt	-4%	nt	-4%	nt	-9%	?
> CC[C@H](C)[C@@H](C(=O)N1CCNCC1)n1cc([C@@H](N)CO)nn1
  nt	nt	10%	nt	1%[9.22 µM]	-6%	8%[10 µM]
> Cc1nnn(C23CC4CC(CC(CC(=O)Nc5ccc(C)c(C)c5)(C4)C2)C3)n1
  ?	-21%	7%	-2%	-4%	-2%	11%[10 µM]
> COc1ccc(Cl)cc1S(=O)(=O)N1CCN(C(=O)c2ccco2)CC1
  0%	1%	4%	-1%	14%	23%[38.3 µM]	-1%
> COc1ccc(C(c2c(O)ccc3ccccc23)N2CCOCC2)c(OC)c1 (stereo not given)
  ?	?	-11%	11%	?	17%[38.3 µM]	?
> CCOCC(=O)Nc1nnc(C)s1
  6%	4%	-5%	-4%	-10%	?	5%[10 µM]
> NC1=NS(=O)(=O)NC1c1ccc(F)cc1 (stereo not given)
  nt	4%	3%	0%	-3%	-11%	3.5µM*
> COCCNC(=S)N1CCC(NC(=O)c2ccco2)CC1
  3%[46 µM]	nt	5%	-1%	8%[9.22 µM]	0%	11%[10 µM]
> Cc1ccc(N/N=C2\CS(=O)(=O)N(C)c3ccsc32)cc1
  nt	0.89µM*	-7%	-2%	17%	-4%	nt
> CCOC(=O)CN1CC23C=CC(O2)C(C(=O)Nc2ccc4c(c2)OCO4)C3C1=O (stereo not given)
  -10%	14%	-1%	0%	18%	2%	-8%[10 µM]
> O=C(NNC(=S)NCc1ccccc1)c1cccc([N+](=O)[O-])c1
  10%[46 µM]	-9%	-7%	0%	10%	0%	-18%
> Cc1ccc(S(=O)(=O)N2CCC(=O)N([C@H](COCc3ccccc3)Cc3ccccc3)CC2)cc1
  nt	nt	-1%	6%[39.9 µM]	nt	-3%	-3%

Results follow in this order: Lamin A splicing	SMN2 splice up	CBFb-RUNX1 inh	Luc counter	HTT aggregate	IMPase Li inh	HTT cytoprotect
> CNc1nn(-c2cccc(Cl)c2)nc1N
  ?	?	-6%	-5%	-31%	1%[38.3 µM]	3%[1.9 µM]
> COc1cc([N+](=O)[O-])ccc1NC(=O)CSc1nnc(C)c(C)n1
  ?	nt	4%	5%	1%[9.22 µM]	-1%	1%[10 µM]
> N=c1n(Cc2ccccc2)c2ccccc2n1CC(O)c1ccccc1 (stereo not given)
  ?	-28%	6%	-5%	?	-10%[38.3 µM]	-1%
> Cc1onc(-c2ccccc2)c1C(=O)c1ccccc1
  nt	nt	6%	nt	10%[9.22 µM]	nt	28%[10 µM]
> CN(C(=O)c1cccc(Nc2ccc(-c3ccc4c(c3)OCCO4)nn2)c1)C1CCCCC1
  ?	-59%[inhibitor]	9%	?	?	19%	-50%[inhibitor][10 µM]
> O=C(Nc1nc(-c2ccncc2)cs1)c1ccc(S(=O)(=O)N2CCOCC2)cc1
  -2%	-2%	3%	-2%	-3%	-6%[38.3 µM]	-16%
> O=C(NC1CCCC1)c1sc(=S)n2c1[nH]c(=O)c1ccccc12
  ?	-34%[inhibitor]	-4%	-1%	8.9µM*	11%[38.3 µM]	-42%[inhibitor]
> CS(=O)(=O)N(CC(=O)NC1CCCC1)c1ccc2c(c1)OCCO2
  4%	36%	11%	0%	2%	22%[38.3 µM]	-3%[0.074 µM]
> CC(=O)CS(=O)(=O)c1ccc(Oc2ccc(S(=O)(=O)CC(C)=O)cc2)cc1
  -1%	-36%[inhibitor]	-1%	0%	13%	2%	1%[1.9 µM]
> CC(C)c1ccc(OCC(=O)N(c2ccccn2)C2CCCCC2)cc1
  ?	-25%	-5%	2%	7%	15%	-15%[10 µM]
> O=C(NN=C1CCCCC1)NC1CCCCC1
  -4%	1%	-5%	0%	20%	1%	17%[10 µM]
> COc1ccccc1NC(=O)C1=C(C)Nc2nc(CCCO)nn2C1c1cccnc1 (stereo not given)
  -6%	6%	13%	1%	-6%	-7%	-9%[0.074 µM]
> CN(C)C(=S)NC(=O)C12CC3(C)CC(C)(CC(C)(C3)C1)C2
  nt	nt	5%	nt	-3%[9.22 µM]	nt	-1%[10 µM]
> CC1CN(S(=O)(=O)c2cccc(-c3cn4ccccc4n3)c2)CC(C)O1 (stereo not given)
  ?	-55%[inhibitor]	1%	4%	-14%	-20%[38.3 µM]	-3%[0.074 µM]
> COc1ccc(-n2nnnc2S(=O)(=O)CC(=O)N2CCCCC2)cc1
  ?	-101%[inhibitor]	3%	0%	?	19%[38.3 µM]	-131%[inhibitor]

Results follow in this order: Lamin A splicing	SMN2 splice up	CBFb-RUNX1 inh	Luc counter	HTT aggregate	IMPase Li inh	HTT cytoprotect
> Cc1cc(NC(=O)CSc2nnc(-c3ccc(S(=O)(=O)N4CCCC4)cc3)n2C)no1
  2%	-10%	-8%	-6%	-4%	-7%[38.3 µM]	25%
> CCN1CCCC1Cn1c(-c2ccccc2)nc2c(N3CCOCC3)nc(C)nc21 (stereo not given)
  nt	-7%	12%	1%	nt	5%	21%
> Cc1cc(C)c(C)c(C(=O)c2ccccc2C(=O)O)c1C
  8%[46 µM]	4%	1%	1%	nt	7%	nt
> O=S(=O)(NCc1cc(-c2ccccc2)no1)c1ccccc1Cl
  12%[46 µM]	-23%	-2%	2%	19%	8%	-2%[10 µM]
> Cc1nc(NC(=O)/C=C/c2ccccc2)n[nH]1
  ?	?	-1%	-7%	?	-2%	6%[10 µM]
> CN1CCc2c(sc(/N=C/c3cccs3)c2C(N)=O)C1
  -6%	6%	-2%	14%	-13%	-2%[38.3 µM]	-15%
> O=C(CN1C(=O)/C(=C/c2cccc(Br)c2)SC1=S)Nc1cccnc1
  ?	-6%	-7%	-1%	5%	18%	22%
> CCCOc1ccc(N2C(=O)CC(N(CCc3ccc(OC)cc3)C(=O)c3ccccc3)C2=O)cc1 (stereo not given)
  nt	nt	-7%	nt	-6%[9.22 µM]	nt	7%[10 µM]
> CCn1c(SCC(=O)C(C)(C)C)nnc1-c1ccccc1OC
  -4%	-32%[inhibitor]	-3%	-4%	8%	11%[38.3 µM]	-8%
> COc1ccc(CCN2C(=O)C3C4CCC(C4=C(C)C)C3C2=O)cc1OC (stereo not given)
  -11%	-14%	14%	2%	1%	13%	12%[10 µM]
> COc1cccc2cc(C(=O)N3CCC(C)CC3)c(=O)oc12
  2%	3%	-12%	0%	3%	?	11%
> CN(C)C/C=C/C(O)(c1ccccc1)c1ccccc1
  nt	nt	4%	nt	-12%[9.22 µM]	nt	7%[10 µM]
> CC(=O)c1ccccc1NS(C)(=O)=O
  18%[46 µM]	-4%	-11%	-2%	3%	-6%	-26%
> O=C(CSc1ccccc1C(=O)O)c1ccc([N+](=O)[O-])cc1
  4%[46 µM]	9%	-6%	-2%	-3%	0%	-20%
> O=S(=O)(N/N=C/c1ccc2c(c1)OCCO2)c1ccccc1
  22%	-6%	-2%	-1%	-13%	8%[38.3 µM]	-4%
> Cc1ccc2nc(N3CCOCC3)c(C=O)c(=O)n2c1
  nt	5%	2%	2%	-8%[9.22 µM]	6%	-5%[10 µM]
> Cc1cc(C(=O)COC(=O)CC2Sc3ccccc3NC2=O)c(C)n1-c1cccc(C(F)(F)F)c1 (stereo not given)
  ?	-32%[inhibitor]	-3%	4%	0%	15%	11%[10 µM]

Single records, from the list above.
Entry for `Cc1cc(NC(=O)CSc2nnc(-c3ccc(S(=O)(=O)N4CCCC4)cc3)n2C)no1` = Lamin A splicing = 2%; SMN2 splice up = -10%; CBFb-RUNX1 inh = -8%; Luc counter = -6%; HTT aggregate = -4%; IMPase Li inh = -7%[38.3 µM]; HTT cytoprotect = 25%
Entry for `O=S(=O)(N/N=C/c1ccc2c(c1)OCCO2)c1ccccc1` = Lamin A splicing = 22%; SMN2 splice up = -6%; CBFb-RUNX1 inh = -2%; Luc counter = -1%; HTT aggregate = -13%; IMPase Li inh = 8%[38.3 µM]; HTT cytoprotect = -4%

Entries shown so far that have two or more sulfur atoms, in the order listed:
Results follow in this order: Lamin A splicing	SMN2 splice up	CBFb-RUNX1 inh	Luc counter	HTT aggregate	IMPase Li inh	HTT cytoprotect
> COc1cccc(NC(=O)CSc2nnc(C)s2)c1
  13%	?	-4%	4%	-5%	19%[38.3 µM]	-1%
> Cc1ccc(N/N=C2\CS(=O)(=O)N(C)c3ccsc32)cc1
  nt	0.89µM*	-7%	-2%	17%	-4%	nt
> O=C(Nc1nc(-c2ccncc2)cs1)c1ccc(S(=O)(=O)N2CCOCC2)cc1
  -2%	-2%	3%	-2%	-3%	-6%[38.3 µM]	-16%
> O=C(NC1CCCC1)c1sc(=S)n2c1[nH]c(=O)c1ccccc12
  ?	-34%[inhibitor]	-4%	-1%	8.9µM*	11%[38.3 µM]	-42%[inhibitor]
> CC(=O)CS(=O)(=O)c1ccc(Oc2ccc(S(=O)(=O)CC(C)=O)cc2)cc1
  -1%	-36%[inhibitor]	-1%	0%	13%	2%	1%[1.9 µM]
> Cc1cc(NC(=O)CSc2nnc(-c3ccc(S(=O)(=O)N4CCCC4)cc3)n2C)no1
  2%	-10%	-8%	-6%	-4%	-7%[38.3 µM]	25%
> CN1CCc2c(sc(/N=C/c3cccs3)c2C(N)=O)C1
  -6%	6%	-2%	14%	-13%	-2%[38.3 µM]	-15%
> O=C(CN1C(=O)/C(=C/c2cccc(Br)c2)SC1=S)Nc1cccnc1
  ?	-6%	-7%	-1%	5%	18%	22%
